TNAP activators: human TNAP enzyme activators, primary screen, biochemical, luminescent, no phosphate acceptor, uHTS (AID 1001) | hit rate 0.03% among 200,000 | purified TNAP, luminescent activation assay, no phosphate acceptor; higher activation fold means a stronger effect | Alkaline phosphatase, tissue-nonspecific isozyme (Homo sapiens) | activation fold at 20 µM, or EC50 in µM where a hit was titrated; in the data active = activation fold from about 3, or a potency from the dose series; inactive = the rest, 99 in 100 with activation fold below about 1.6; note: many of its hits are not listed in these tables
Yfh1-depleted yeast: enhancers of respiration in Yfh1-depleted yeast, dose response, Friedreich's ataxia, plus single-dose screen (AID 1465) | fold induction at 50 µM, or EC50 in µM where a hit was titrated | S. cerevisiae Yfh1-off respiration, WST-1 reduction, 72 h; higher fold induction means a stronger effect | hit rate 0.074% among 220,000;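 active = fold induction of absorbance versus untreated yeast above a set limit, then at least 30% activation at any dose in follow-up; inconclusive = repeats straddling the limit, or above it without dose testing; inactive = fold induction below the set limit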;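 note: activators that raise dye reduction in frataxin-depleted yeast; strong numbers were not always called active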
PMI inhibitors: inhibitors of human PMI, primary screen, biochemical, fluorescence intensity, coupled assay (AID 1209) | Mannose-6-phosphate isomerase (Homo sapiens) | purified PMI enzyme, coupled fluorescence intensity; higher % means a stronger effect | one-dose inhibition, % at 20 µM; IC50 in µM for titrated hits | hit rate 0.42% among 190,000;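 note: plate controls were DMSO vehicle for no effect and wells lacking substrate for full effect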
P. falciparum M17LAP: P. falciparum M17LAP inhibitors, primary screen, biochemical, fluorogenic H-Leu-NHMec substrate, 1536-well (AID 1619); hit rate 0.38% among 220,000; inhibition, % at 30 µM, or IC50 in µM where a hit was titrated; recombinant M17LAP, H-Leu-NHMec fluorogenic kinetic assay; higher % means a stronger effect; Leucine aminopeptidase (Plasmodium falciparum (isolate 3D7));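 active = compound inhibiting the enzyme by more than half at any dose during confirmatory dose-response retesting; inconclusive = strong single-dose inhibitors picked by rank but not retested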;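 note: plate controls were full reaction with DMSO carrier for no effect and no enzyme background for full effect; strong numbers were not always called active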
XIAP displacement: XIAP antagonists, biochemical, IAP family, fluorescence polarization (AID 1018) | E3 ubiquitin-protein ligase XIAP (Homo sapiens) | XIAP BIR domain, fluorescence polarization peptide displacement; higher % means a stronger effect | hit rate 0.007% among 200,000 | displacement, % at 20 µM, or IC50 in µM where a hit was titrated; in the data active = displacement above about 50%; note: a part of the inactive calls stands beside numbers as strong as those of hits
P. falciparum M1AAP: P. falciparum M1AAP inhibitors, biochemical, fluorogenic H-Leu-NHMec substrate, 1536-well (AID 1445); Aminopeptidase N (Plasmodium falciparum (isolate 3D7)); hit rate 0.42% among 220,000; recombinant M1AAP, H-Leu-NHMec fluorogenic kinetic assay; higher % means a stronger effect; inhibition, % at 30 µM, or IC50 in µM where a hit was titrated;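 active = primary inhibition above the hit cutoff, then over 50% inhibition at one or more dose response concentrations, cut at about 23% in these data, passing the limit was not always enough; inconclusive = conflicting primary data, or primary hits not chosen for dose response; inactive = low primary inhibition, or under 50% at every dose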;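 note: plate controls were DMSO full reaction for no effect and no enzyme background for full effect; strong numbers were not always called active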
WT yeast gro inh: growth inhibition of WT strain, primary screen, mitochondrial fusion inhibitor project, WT and mutant strains, chemical genetic. mitochondrial fusion phenotypic screen. inhibition, % at 10 µM. hit rate 2.1% among 190,000. AID 1362, 2008; in the data active = inhibition above about 58%; tested in S. cerevisiae
human PMI inhibitors: human PMI inhibitors, high substrate, primary screen, biochemical, fluorescence intensity, high mannose 6-phosphate (AID 1220). Mannose-6-phosphate isomerase (Homo sapiens). recombinant PMI enzyme, coupled fluorescence intensity; higher % means a stronger effect. inhibition, % at 20 µM; hits with a dose series show IC50 in µM. hit rate 0.66% among 190,000
LYP inhibition: inhibitors of LYP phosphatase, biochemical, fluorescence intensity, uHTS (AID 1779); Tyrosine-protein phosphatase non-receptor type 22 (Homo sapiens); recombinant LYP phosphatase, fluorescence intensity; higher % means a stronger effect; inhibition, % at 11.5 µM, or IC50 in µM where a hit was titrated; hit rate 0.054% among 290,000;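 note: plate controls were vehicle with enzyme for no effect and no enzyme for full effect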
WT yeast gro inh mutant strain: second read-out of WT yeast gro inh, no call of its own (marks repeat the call); inhibition, %; mitochondrial fusion phenotypic screen, mutant strain inhibition
Active calls of the source: *; i = inactive; u = inconclusive; x = not tested or not shown. Cut-off read from the data, not from the text of the source, unless noted: active = inhibition above about 50%; inactive = the rest.

SMILES | TNAP activators | Yfh1-depleted yeast | PMI inhibitors | P. falciparum M17LAP | XIAP displacement | P. falciparum M1AAP | WT yeast gro inh | WT yeast gro inh mutant strain | human PMI inhibitors | LYP inhibition
Cc1cc(C(=O)CN2C(=O)NC(C)(c3ccccc3)C2=O)c(C)n1CC1CCCO1 (stereo not given) | 1.1 | i | 3% | 9% | -2.7% | -3% | -3 | -2 | -5% | 1%
Cc1ccc(NC(=O)CN2CCCN(S(=O)(=O)c3ccc(Br)s3)CC2)cc1 | 1.1 | i | 13% | -2% | -0.9% | 0% | 15 | 10 | 7% | 2%
CCCCN(CC)CCNc1c(NC2CCN(C(=O)OCC)CC2)c(=O)c1=O | 1 | i | -4% | -3% | -5.1% | 3% | 2 | 2 | 4% | -4%
CNC(=O)COC(=O)c1ccc(-c2nc3ccccc3s2)s1 | 1 | i | 6% | 3% | -8.7% | 7% | 26 | 30 | 0% | -3%
CC(NC(=O)/C(C#N)=C/c1cn[nH]c1-c1ccccc1)c1ccccc1 (stereo not given) | 1 | i | 15% | 3% | -13% | 1% | 3 | -2 | 17% | -7%
CCOc1ccccc1NC(=O)CCCn1cc([N+](=O)[O-])cn1 | 1 | i | -1% | -7% | -7.1% | 3% | -5 | 3 | 8% | -4%
CC(=O)Nc1nonc1-c1nc2ccccc2n1CC1CC1 | 1 | i | 11% | -2% | -5.1% | -1% | -18 | -32 | 7% | -1%
CCOC(=O)c1c(NC(=S)NC)sc2c1CCCC2 | x | i | x | -3% | x | 5% | x | x | x | 1%
Cc1[nH]c2ccccc2c1C(C[N+](=O)[O-])c1ccco1 (stereo not given) | 1.1 | i | 21% | 2% | -19% | 23% | -20 | -3 | 45% | 0%
CC1(C)OC(=O)C(=CNC(CCC(N)=O)C(=O)O)C(=O)O1 (stereo not given) | 1 | i | 1% | 5% | -5.8% | 0% | 22 | 13 | 0% | -6%
CC(C)=CCCC1=CCC(/C(C)=N/NC(N)=O)CC1 (stereo not given) | 1 | i | 13% | 7% | -9.4% | -7% | -8 | -7 | 14% | -8%
Cc1cc(C)cc(OCC(=O)OCCN2C(=O)c3ccccc3C2=O)c1 | 1.1 | i | 18% | 2% | -7.9% | 6% | 0 | 18 | 12% | -9%
CC(C)OP(=O)(c1ccc(N(C)C)cc1)C(O)c1ccncc1 (stereo not given) | 1 | i | -7% | -4% | -1.1% | 3% | 16 | 10 | 3% | 3%
CCOC(=O)N1CCN(CCC(=O)Nc2ccc(OC(F)(F)F)cc2)CC1 | 1.1 | i | -2% | 13% | -3.8% | 4% | -8 | -5 | -9% | -9%
O=S(=O)(NC(=NCc1ccccc1)c1ccc(F)cc1)c1ccc(Cl)cc1 | 1 | i | 13% | -3% | -0.3% | -3% | 12 | 0 | 7% | -7%
O=C(Nc1cccc(-c2nc3cccnc3s2)c1)C1c2ccccc2Oc2ccccc21 | 1 | x | -4% | -2% | -4.1% | -2% | -6 | -20 | -10% | -6%
CN(C)C=NC(=O)c1cc(C(=O)c2ccc(Cl)cc2Cl)c[nH]1 | 1 | i | 12% | 1% | -11% | 2% | -1 | 8 | 8% | -4%
Cc1ccc(C(=O)N2CCN(C(=O)CN3CCOCC3)C2)cc1 | 1.1 | i | -4% | 6% | -2.9% | 4% | -3 | -7 | -8% | 0%
O=C(O)Cc1ccc(C(=O)c2ccccc2F)s1 | 1.2 | x | -28% | 19% | -5.4% | 10% | -18 | -30 | -42% | -5%
CCOc1ccc(CNC(=S)N/N=C/c2ccc(OC)c(OC)c2)cc1 | 1.1 | i | 7% | -7% | -5.1% | 4% | 16 | 22 | -1% | 3%
Cc1ccc(-n2c(C)nn(CCOc3ccccc3)c2=O)cc1 | 1.1 | i | -5% | -4% | -5.2% | 0% | 0 | 13 | -6% | 0%
CC(SC(=S)N(C)Cc1cccs1)C(=O)O (stereo not given) | 1.1 | i | -10% | 3% | -6.0% | -3% | 3 | 13 | -18% | -7%
CC1C2CC(C(S(=O)(=O)N3CCOCC3)C2=O)C1(C)C (stereo not given) | 1 | i | 0% | 11% | -1.5% | 6% | -6 | -8 | 8% | 3%
CCS(=O)(=O)N1CCC(C(=O)NCc2ccc3c(c2)OCO3)CC1 | 1.1 | i | -8% | -8% | -0.8% | 21% | -10 | 10 | -4% | 2%
OC1=C(O)c2nc3cc(C(F)(F)F)ccc3nc21 | x | i | x | 19% | x | 14% | x | x | x | -5%
CCOc1ccc(Nc2nc(Cc3nnc(SCC(=O)c4ccc(C)cc4)o3)cs2)cc1 | 1 | i | 5% | 27% | -2.8% | -4% | 5 | 4 | 6% | -1%
O=C(NNC(=S)Nc1ccc(Cl)cc1Cl)c1ccncc1 | 2.7 | i | 5% | 34% | -0.8% | u | -12 | -3 | 3% | -5%
COc1ccc(S(=O)(=O)NCC2CCC(C(=O)NCCC(C)C)CC2)cc1 (stereo not given) | 1.1 | i | 2% | 3% | 1.7% | 4% | 6 | -19 | -2% | -1%
Cn1c(=O)c2c(SCC(=O)N3CCOCC3)nc(CC(C)(C)C)nc2n(C)c1=O | 1.1 | i | 8% | -3% | -7.8% | 5% | 2 | -10 | 8% | -7%
COc1ccc(OC)c(C(C(=O)NCc2ccco2)N(C(=O)Cn2nnc3ccccc32)C2CC2)c1 (stereo not given) | 1.1 | i | -3% | -5% | -5.0% | 0% | 15 | 13 | -5% | -1%
CCCn1c2ccccc2c2nnc(SCC(=O)Nc3c(C)n(C)n(-c4ccccc4)c3=O)nc21 | 1.1 | i | 14% | 14% | -8.2% | 3% | -8 | 7 | 12% | -9%
O=C(/C=C/c1ccco1)Nc1nc(-c2ccccc2)cs1 | 0.9 | i | 13% | 4% | -5.0% | 14% | 56 | 54 | 12% | 9%
O=C(CC1Nc2ccccc2NC1=O)c1ccccc1 (stereo not given) | 1 | i | 3% | -11% | -1.7% | 5% | -5 | 14 | 5% | 1%
Cc1nc2ccccn2c1/C(O)=C1\C(=O)C(=O)N(CCN2CCOCC2)C1c1ccncc1 (stereo not given) | 1 | i | -23% | 16% | -3.0% | 5% | 2 | -7 | -36% | -7%
O=C(Nc1nccs1)c1cc2sccc2n1Cc1ccc(F)cc1 | 1 | i | 5% | 15% | -7.5% | -1% | 17 | 10 | 5% | -11%
O=C(/C=C/c1ccccc1)c1ccccc1O | 1.1 | i | 4% | -14% | -8.1% | 6% | 12 | 8 | -4% | 0%
COC(=O)Nc1ccc(S(=O)(=O)N2CCC(C)CC2)cc1 | 1.1 | i | 6% | 16% | 1.0% | 2% | -55 | -41 | 7% | -5%
CCCCc1cn([C@@H](CCCCN)C(=O)N2CCNCC2)nn1 | 1.1 | i | 6% | 1% | -3.8% | 4% | -11 | -4 | -12% | -4%
Cc1cc(NC(=O)CCC(=O)N(Cc2ccco2)C(C(=O)NCC2CCCO2)c2ccncc2)no1 (stereo not given) | 1.2 | i | 2% | 8% | -2.0% | 6% | -4 | 5 | -3% | -8%
O=C(c1cc2ccccn2n1)N1CCN(c2ccccn2)CC1 | 1.1 | i | -4% | 10% | -4.0% | 18% | 12 | 2 | 2% | -2%
O=c1ccn(-c2ccccc2)[nH]1 | 1.1 | i | 3% | -2% | -11% | 2% | -1 | -4 | 1% | -7%
CC1=NN(C(=O)Cc2ccc([N+](=O)[O-])cc2)C(O)(c2cccnc2)C1 (stereo not given) | 1 | i | 8% | 2% | -3.5% | 8% | -9 | -4 | 12% | -2%
COc1ccc(-n2nc3cc(C)c(NC(=S)NC(=O)c4ccccc4C)cc3n2)cc1 | 1.1 | i | 16% | -7% | -22% | -2% | -18 | -7 | 12% | -5%
CN(CC1CCOCC1)C(=O)CC1C(=O)NCCN1C/C=C/c1ccccc1 (stereo not given) | 1.1 | i | 10% | -2% | -4.6% | 1% | 0 | 3 | 25% | -9%
CN1C=CC2=C(C#N)C(N)C(C#N)(C#N)C(c3ccccc3)C2C1 (stereo not given) | 1.2 | x | 23% | -72% | -4.1% | 4% | -2 | -4 | 18% | 2%
Cc1cc(C)nc(SCc2ccc(C(=O)NN=C3C4CC5CC(C4)CC3C5)cc2)n1 | 1.2 | i | -2% | 7% | -2.7% | 6% | -17 | 4 | 0% | 1%
CSc1nnc(CCNC(=O)OC(C)(C)C)o1 | x | i | x | 0% | x | -6% | x | x | x | -4%
COc1ccc(N(CC(=O)NC2CCCC2)C(=O)CCC(=O)Nc2cc(C)on2)c(OC)c1 | 1 | i | -6% | 6% | -7.8% | 6% | -9 | 2 | 4% | -2%

Of the compounds above, these contain two or more sulfur atoms:
SMILES | TNAP activators | Yfh1-depleted yeast | PMI inhibitors | P. falciparum M17LAP | XIAP displacement | P. falciparum M1AAP | WT yeast gro inh | WT yeast gro inh mutant strain | human PMI inhibitors | LYP inhibition
Cc1ccc(NC(=O)CN2CCCN(S(=O)(=O)c3ccc(Br)s3)CC2)cc1 | 1.1 | i | 13% | -2% | -0.9% | 0% | 15 | 10 | 7% | 2%
CNC(=O)COC(=O)c1ccc(-c2nc3ccccc3s2)s1 | 1 | i | 6% | 3% | -8.7% | 7% | 26 | 30 | 0% | -3%
CCOC(=O)c1c(NC(=S)NC)sc2c1CCCC2 | x | i | x | -3% | x | 5% | x | x | x | 1%
CC(SC(=S)N(C)Cc1cccs1)C(=O)O (stereo not given) | 1.1 | i | -10% | 3% | -6.0% | -3% | 3 | 13 | -18% | -7%
CCOc1ccc(Nc2nc(Cc3nnc(SCC(=O)c4ccc(C)cc4)o3)cs2)cc1 | 1 | i | 5% | 27% | -2.8% | -4% | 5 | 4 | 6% | -1%
O=C(Nc1nccs1)c1cc2sccc2n1Cc1ccc(F)cc1 | 1 | i | 5% | 15% | -7.5% | -1% | 17 | 10 | 5% | -11%

Screening results from PubChem BioAssay.
